Coupling enz: qHTS Assay for Inhibitors of Fructose-1,6-bisphosphate Aldolase from Giardia Lamblia: Coupling assay counterscreen. coupling enzyme system counterscreen, AmpLite Red fluorescence. activity change, negative = inhibition, % at 58.2 µM, hits read low. actives 0.67% (n = 290,000). AID 2472, 2010; in the data active = activity change below about -30%; note: % is set by controls: 0 for no effect and ±100 for the full control effect
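Compounds tested against the coupling enzymes alone at 57.5 uM final; readout was AmpLite Red fluorescence (525/598 nm) after 20 min at RT.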
A-T KAP1 phos: qHTS Assay for Identifying a Potential Treatment of Ataxia-Telangiectasia; […] A-T fibroblasts, KAP-1 phosphorylation AlphaLISA; neocarzinostatin DNA damage 30 min before lysis; Potency, µM (titrated, usually from 57.5 µM), for inactives: top-dose activation, hits mostly activators; actives 0.19% (n = 320,000); AID 485349, 2010; note: potency is the fitted concentration of half-maximal effect; % of control where 0% means no effect; nearly all actives have a fitted effect of over 45% in size
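hTERT-immortalized A-T patient fibroblasts ([…]), 500 cells/well in OPTI-MEM, 1% FBS, got compounds for 60 min, then NCS for 30 min at 37C. Lysates were then assayed for phospho-KAP-1 by AlphaLISA (anti-pKAP1 donor, anti-KAP1 acceptor beads), 6 hr at 25C.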
GALK inhibitor: qHTS Assay for Inhibitors of Human Galactokinase (GALK). Purified GALK, Kinase-Glo residual ATP luminescence. AID 1868, 2009. Potency, µM (titrated, usually from 57.5 µM), inactives show at the highest dose activity change, negative = inhibition, hits mostly inhibitors. actives 0.007% (n = 270,000). P51570; note: potency is the fitted concentration of half-maximal effect; % is set by controls: 0 for no effect and ±100 for the full control effect
Target sequence (P51570 whole entry, looked up): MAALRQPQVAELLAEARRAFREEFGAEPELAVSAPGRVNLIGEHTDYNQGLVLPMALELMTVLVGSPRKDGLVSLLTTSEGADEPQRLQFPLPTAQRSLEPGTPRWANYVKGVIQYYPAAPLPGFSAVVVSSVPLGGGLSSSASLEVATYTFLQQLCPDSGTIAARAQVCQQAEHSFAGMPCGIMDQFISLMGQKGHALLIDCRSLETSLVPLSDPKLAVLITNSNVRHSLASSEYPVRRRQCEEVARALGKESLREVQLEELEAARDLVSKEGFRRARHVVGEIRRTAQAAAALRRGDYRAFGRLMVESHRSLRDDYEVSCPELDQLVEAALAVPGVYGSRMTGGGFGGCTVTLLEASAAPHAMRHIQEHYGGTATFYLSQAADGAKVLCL
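Kinase-Glo Plus luminescence measured ATP left after a 1 h room-temperature reaction. The reaction used 5 nM GALK, 100 uM galactose and 35 uM ATP at pH 8.0 (20 mM HEPES, 5 mM MgCl2, 60 mM NaCl, 1 mM DTT, 0.01% BSA).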
CXXC DNA block: qHTS Fluorescence Polarization Assay for Inhibitors of MLL CXXC domain - DNA interaction; Potency, µM (series often up to 115 µM), for the others: at the top dose activity change, negative = inhibition, most hits filed as inhibitors; Histone-lysine N-methyltransferase 2A (Homo sapiens), Q03164; actives 0.037% (n = 290,000); MLL-CXXC / FITC-HOXA9 DNA fluorescence polarization; active = well fitted inhibition curve with a large enough effect in the polarisation, with a control signal flat, not every such curve was filed as active; inconclusive = small, poorly fitted or top-dose-only effect, or effect the other way, or a change in a side signal; inactive = no such curve, though single readings can be large or run the other way; the % refers to the polarisation; note: potency is the fitted concentration of half-maximal effect
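Steps: dispense CXXC domain solution (7 uM) → pin compounds or unlabeled HOX-A9 DNA control → 5 min ambient → add FLSN-HOX-A9 solution (50 nM) → spin → 30 min ambient → fluorescence polarization. Tris pH 7.5/NaCl/DTT/BSA buffer.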
hERG WT inh: qHTS for Inhibitors of KCHN2 3.1: Wildtype qHTS | Voltage-gated inwardly rectifying potassium channel KCNH2 (Homo sapiens), Q12809 | U2OS, BacMam KCNH2, thallium flux FluxOr; hits give low values | activity change, % at 1.84 µM | actives 0.37% (n = 340,000);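 active = maximum activity change below -70%; inconclusive = maximum activity change between -70% and -50%; inactive = maximum activity change above -50%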; note: % is set by controls: 0 for no effect and ±100 for the full control effect
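U2OS cells were transduced with wild-type KCNH2 virus (2.03 x 10^8 / mL) for 4 h at room temperature, then cultured overnight at 37 C. Thallium flux was read with FluxOr dye. Rate constants were normalized to DMSO controls.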
BCR signal inh: qHTS Assay to Find Inhibitors of Chronic Active B-Cell Receptor Signaling; Potency, µM (doses to about 46.1 µM), inactives show at the highest dose ratio change, negative = lower green/red ratio, hits mostly inhibitors; actives 0.05% (n = 340,000); AID 493014, 2011; ABC-DLBCL IkBa-CBG/CBR reporter, luminescence ratio, 4 h; active = well fitted inhibition curve with a large enough effect in the signal ratio, with a control signal flat, not every such curve was filed as active; inconclusive = small, poorly fitted or top-dose-only effect, or effect the other way, or a change in a side signal; the % refers to the signal ratio;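 note: potency is the fitted concentration of half-maximal effect; plate controls were basal doxycycline-induced cells for no effect and cells given 10 µM MG132 for full effect; MG132 reads +100%, hits lower the ratio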
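Compounds up to 46 uM were incubated four hours with TMD8 cells whose green CBG68 luciferase is fused to IkappaBalpha; red CBR luminescence normalised the signal, and concentration-effect curves were fitted to fusion, red and ratio data.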
TCR act: Activators of T cell receptors: qHTS campaign | AID 504894, 2011 | Potency, µM (series often up to 9.22 µM), for the others: at the top dose activation of IL-2 secretion, actives largely listed as activators | primary human leukocytes, anti-CD3, IL-2 HTRF, 48 h | 330,000 tested, under 10 active; note: % of control where 0% means no effect
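Using a-CD3 beads without co-stimulation, primary human leukocytes were exposed to compounds for 48 hr. An HTRF IL-2 kit measured the cytokine, with europium-to-d2 energy transfer producing emission at 665nm upon 320nm excitation.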
Tb PFK block: qHTS Assay to Find Inhibitors of T. brucei phosphofructokinase | T. brucei PFK, ADP-Glo luminescence | Potency, µM (top dose mostly 57.5 µM), without a hit: at the top dose activity, negative = inhibition, hits mostly inhibitors | actives 0.17% (n = 330,000);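 note: potency is the fitted concentration of half-maximal effect; 0% = uninhibited 1x PFK enzyme wells and -100% = no-enzyme wells; nearly all actives have a fitted effect of over 60% in size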
Target sequence (O15648 whole entry, looked up): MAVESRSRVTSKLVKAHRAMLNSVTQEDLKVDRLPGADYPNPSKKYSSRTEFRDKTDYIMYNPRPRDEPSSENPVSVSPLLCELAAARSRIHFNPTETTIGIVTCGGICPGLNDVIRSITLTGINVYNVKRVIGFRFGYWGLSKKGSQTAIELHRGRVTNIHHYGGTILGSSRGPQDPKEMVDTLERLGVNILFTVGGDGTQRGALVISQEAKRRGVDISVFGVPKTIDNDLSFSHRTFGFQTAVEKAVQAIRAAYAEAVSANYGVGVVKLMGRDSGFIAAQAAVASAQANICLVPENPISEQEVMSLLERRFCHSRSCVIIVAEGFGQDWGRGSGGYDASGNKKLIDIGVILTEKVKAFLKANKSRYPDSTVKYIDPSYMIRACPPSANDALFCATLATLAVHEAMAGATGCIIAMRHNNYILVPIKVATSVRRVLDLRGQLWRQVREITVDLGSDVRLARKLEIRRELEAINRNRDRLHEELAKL
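Activity is normalized to no-enzyme wells (full inhibition) and 1.25 nM enzyme wells (no inhibition). Reaction: 0.5 mM F6P, 0.1 mM ATP, 45 min RT, ADP-Glo luminescence; concentration-response curves fitted and classed by quality.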
TSHR antagonist: Antagonists of the Thyroid Stimulating Hormone Receptor: HTS campaign; AID 504810, 2011; activity change, negative = inhibition, % at 11.5 µM; Thyrotropin receptor (Homo sapiens), P16473; TSHR-expressing cells, TSH-stimulated cAMP HTRF, 2 h; hits give low values; actives 0.2% (n = 330,000);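 active = activity change below a set negative limit, meaning inhibition stronger than a set level, cut at about -70% in these data; inconclusive = activity change between two set negative limits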; note: % is set by controls: 0 for no effect and ±100 for the full control effect
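Cell-based HTRF cAMP assay; TSHR cells + compound, TSH EC80 (4nM final), 2 h, 37 deg C. Lysis with anti-cAMP cryptate and cAMP-d2, 30 min RT, read 665/620 nm.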
Giardia kill: Small Molecules that selectively kill Giardia lamblia: qHTS | Giardia lamblia trophozoite viability | activity change, % at 7.66 µM, hits read low | actives 0.15% (n = 340,000); in the data active = activity change below about -80%; inconclusive = between about -30% and that limit;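 note: parasites exposed to compound for two days anaerobically before the ATP read; % is set by controls: 0 for no effect and ±100 for the full control effect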
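Luminescence from cellular ATP indicates surviving trophozoites (100 cells/well) following 48 hrs anaerobic compound treatment at 37 deg C; signal develops 15-30 min at room temperature.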
* = called active by the depositor; [ ] = dose if it differs, or a comment. Unless noted, calls come from the whole dose curve; as a rule, active = well fitted curve in the direction sought with a large enough effect; inconclusive = small, poorly fitted or top-dose-only effect, or another doubt; inactive = no such curve, though single readings can be large; an effect the other way counts as inactive or inconclusive. Outcome played no part in choosing rows. Share with any hit: about 1.6%.

What do the screens show for `Nc1ccccc1C(O)(Cc1ccccc1)c1ccccc1` (stereo not drawn)?
Coupling enz: 0.2; A-T KAP1 phos: 22.8%; GALK inhibitor: -0.6%; CXXC DNA block: -10.9%; hERG WT inh: -1.1; BCR signal inh: 3.6%; TCR act: 1.6%; Tb PFK block: 8.8%; TSHR antagonist: 0.4; Giardia kill: -16.0

How did CC(C)C(CO)NC(=O)CC(=O)NC(CO)C(C)C (stereo not drawn) do in these assays?
Coupling enz: 1.5; A-T KAP1 phos: -3.0%; GALK inhibitor: 0.6%; CXXC DNA block: 5.4%; hERG WT inh: -6.9; BCR signal inh: -1.9%; Tb PFK block: -8.5%; TSHR antagonist: -4.3; Giardia kill: -6.8

How did O=C(Nc1nccs1)c1cc(-c2ccccc2)nc2ccccc12 do in these assays?
Coupling enz: -1.9; A-T KAP1 phos: -0.4%; GALK inhibitor: -0.4%; CXXC DNA block: -3.3%; hERG WT inh: -3.1; BCR signal inh: 0.5%; TCR act: -1.0%[46.1 µM]; Tb PFK block: -4.8%; TSHR antagonist: -19.9; Giardia kill: -9.3

How did C=CCN1CC(C(=O)N2CCC(Cc3ccc(Cl)cc3)(C(=O)OCC)CC2)CC1=O (stereo not drawn) do in these assays?
Coupling enz: 2.5; A-T KAP1 phos: -3.8%; GALK inhibitor: -2.5%; CXXC DNA block: -4.4%; hERG WT inh: 9.8; BCR signal inh: inconclusive; TCR act: -2.0%; Tb PFK block: 0.0%; TSHR antagonist: -1.8; Giardia kill: 0.1

How did CCn1ncc(Br)c1C(=O)Nc1nccs1 do in these assays?
Coupling enz: -0.3; A-T KAP1 phos: -2.0%; GALK inhibitor: 1.5%; CXXC DNA block: -1.3%; hERG WT inh: 11.7; BCR signal inh: 7.6%; TCR act: -22.8%; Tb PFK block: -3.8%; TSHR antagonist: -0.8; Giardia kill: -6.4

Results for CCCNC(=O)Cn1c(=O)oc2ccccc21 ?
Coupling enz: 0.4; A-T KAP1 phos: -3.1%; GALK inhibitor: -1.3%; CXXC DNA block: -5.9%; hERG WT inh: 5.1; BCR signal inh: -0.1%; TCR act: 1.2%; Tb PFK block: 3.3%; TSHR antagonist: 12.2; Giardia kill: -3.8

What do the screens show for `O=C(O)c1c2c(nc3ccccc13)/C(=C/c1ccc(OC(F)F)cc1)CCC2`?
Coupling enz: 7.4; A-T KAP1 phos: -3.6%; GALK inhibitor: 3.9%; CXXC DNA block: -0.6%; hERG WT inh: 6.8; BCR signal inh: 0.5%; TCR act: 0.7%; Tb PFK block: -4.3%; TSHR antagonist: -6.1; Giardia kill: -1.8

Results for Cc1ccc(CN2C(=O)C(CC(C)C)Nc3ncnc(N4CCOCC4)c32)cc1 (stereo not drawn) ?
A-T KAP1 phos: 2.1%; hERG WT inh: -15.4; BCR signal inh: 3.5%; TCR act: 12.4%; Tb PFK block: 1.6%; TSHR antagonist: 2.2; Giardia kill: 6.4

How did CCCCCc1ccc(OCCC[n+]2ccccc2)c(CCCCC)c1 do in these assays?
Coupling enz: 0.1; A-T KAP1 phos: 9.5%; GALK inhibitor: -2.7%; CXXC DNA block: -2.2%; hERG WT inh: -4.2; BCR signal inh: inconclusive; TCR act: 5.2%; Tb PFK block: 0.0%; TSHR antagonist: 4.0; Giardia kill: -10.8

Results for CO/N=C/c1ccc(N2CCN(C(=O)c3cccc(Cl)c3)CC2)c([N+](=O)[O-])c1 ?
Coupling enz: -19.0; A-T KAP1 phos: -12.9%; GALK inhibitor: 2.5%; CXXC DNA block: -9.2%; hERG WT inh: -11.9; BCR signal inh: 9.7%; TCR act: -3.1%; Tb PFK block: -6.5%; TSHR antagonist: -12.9; Giardia kill: 4.1

Results for NC(=O)Oc1cccc(OC(N)=O)c1 ?
Coupling enz: 2.7; A-T KAP1 phos: -1.6%; GALK inhibitor: 1.0%; CXXC DNA block: 9.8%; hERG WT inh: 4.3; BCR signal inh: inconclusive; TCR act: 2.5%; Tb PFK block: 0.3%; TSHR antagonist: 7.4; Giardia kill: -7.7

How did CCn1c(Cc2ccccc2)nnc1SCC(=O)Nc1nc2ccccc2s1 do in these assays?
Coupling enz: -2.9; A-T KAP1 phos: 0.7%; GALK inhibitor: -1.6%; CXXC DNA block: -3.4%; hERG WT inh: 6.7; BCR signal inh: -2.5%; TCR act: 0.0%; Tb PFK block: -8.4%; TSHR antagonist: -4.6; Giardia kill: 1.1

Results for O=C1CSc2ccc(C(=O)NCCC3=CCCCC3)cc2N1 ?
Coupling enz: 2.5; A-T KAP1 phos: 1.6%; GALK inhibitor: -3.9%; CXXC DNA block: 8.0%; hERG WT inh: -13.3; BCR signal inh: 14.0%; TCR act: -21.2%; Tb PFK block: 0.3%; TSHR antagonist: -8.0; Giardia kill: -8.5

What do the screens show for `Cc1ccc(SCCC(=O)NC(C)C)cc1`?
Coupling enz: 1.8; A-T KAP1 phos: -0.7%; GALK inhibitor: 1.3%; CXXC DNA block: 2.0%; hERG WT inh: 40.9; BCR signal inh: -6.2%; TCR act: -8.9%[46.1 µM]; Tb PFK block: -0.5%; TSHR antagonist: 12.5; Giardia kill: 25.0

Results for O=C(COc1cccc2c1CCN(Cc1ccc(Br)cc1)C2=O)N1CCOCC1 ?
Coupling enz: -3.0; A-T KAP1 phos: 0.3%; GALK inhibitor: 0.7%; CXXC DNA block: -1.8%; hERG WT inh: -10.4; BCR signal inh: inconclusive; TCR act: 8.0%; Tb PFK block: -0.3%; TSHR antagonist: -4.7; Giardia kill: -12.7

How did COc1cccc(CN2CC(C(=O)N(C)CCCC3CCCC3)CCC2=O)c1 (stereo not drawn) do in these assays?
Coupling enz: -1.7; A-T KAP1 phos: 12.2%; GALK inhibitor: 1.7%; CXXC DNA block: 2.7%; hERG WT inh: -0.8; BCR signal inh: 3.4%; TCR act: -7.8%; Tb PFK block: 0.4%; TSHR antagonist: -3.7; Giardia kill: -5.2

What do the screens show for `O=C(NCc1ccccc1)C1CCCN(c2nc3ccsc3c(=O)s2)C1` (stereo not drawn)?
Coupling enz: 2.6; A-T KAP1 phos: 0.9%; GALK inhibitor: 0.5%; CXXC DNA block: 9.5%; hERG WT inh: 24.2; BCR signal inh: 1.7%; TCR act: -1.5%; Tb PFK block: -4.7%; TSHR antagonist: 2.8; Giardia kill: 1.9

What do the screens show for `CN(C)CC(CCC(CN(C)C)C(=O)c1ccccc1)C(=O)c1ccccc1` (stereo not drawn)?
Coupling enz: -1.0; A-T KAP1 phos: inconclusive; GALK inhibitor: -2.4%; CXXC DNA block: 14.6%; hERG WT inh: 2.5; BCR signal inh: inconclusive; TCR act: -26.7%; Tb PFK block: -3.1%; TSHR antagonist: -20.8; Giardia kill: 2.8

Results for CC(=O)c1ccc(NC(=O)COC(=O)c2ccccc2Nc2ccccc2)cc1 ?
Coupling enz: 4.6; A-T KAP1 phos: 4.5%; GALK inhibitor: -3.1%; CXXC DNA block: -10.1%; hERG WT inh: -1.6; BCR signal inh: -11.5%; TCR act: 0.0%[46.1 µM]; Tb PFK block: -2.0%; TSHR antagonist: -4.4; Giardia kill: -14.8

What do the screens show for `Cc1cc(C)nc(NS(=O)(=O)c2ccc(NC(=O)CSc3ncn[nH]3)cc2)n1`?
Coupling enz: 2.0; A-T KAP1 phos: -4.5%; GALK inhibitor: 0.1%; CXXC DNA block: 15.3%; hERG WT inh: 0.8; BCR signal inh: 2.8%; TCR act: 2.4%; Tb PFK block: 4.5%; TSHR antagonist: -12.9; Giardia kill: 1.8

What do the screens show for `CN(CC(=O)Nc1ccccc1Br)C(=O)c1cc(Cl)nc2ccccc12`?
A-T KAP1 phos: 11.1%; hERG WT inh: 4.6; BCR signal inh: 0.5%; TCR act: 8.0%; Tb PFK block: 2.4%; TSHR antagonist: 28.1; Giardia kill: -5.3

Source: PubChem (National Center for Advancing Translational Sciences (NCATS))
